Rin1-Abl PPI inh – inhibitors of Rin1-Abl protein binding, primary screen, biochemical, TR-FRET. inhibition, % at 7.35 µM. 360,000 compounds, 0.4% hits. AID 588664, 2011; in the data active = inhibition above about 5%, passing the limit was not always enough
Target sequence (P00519 whole entry, looked up): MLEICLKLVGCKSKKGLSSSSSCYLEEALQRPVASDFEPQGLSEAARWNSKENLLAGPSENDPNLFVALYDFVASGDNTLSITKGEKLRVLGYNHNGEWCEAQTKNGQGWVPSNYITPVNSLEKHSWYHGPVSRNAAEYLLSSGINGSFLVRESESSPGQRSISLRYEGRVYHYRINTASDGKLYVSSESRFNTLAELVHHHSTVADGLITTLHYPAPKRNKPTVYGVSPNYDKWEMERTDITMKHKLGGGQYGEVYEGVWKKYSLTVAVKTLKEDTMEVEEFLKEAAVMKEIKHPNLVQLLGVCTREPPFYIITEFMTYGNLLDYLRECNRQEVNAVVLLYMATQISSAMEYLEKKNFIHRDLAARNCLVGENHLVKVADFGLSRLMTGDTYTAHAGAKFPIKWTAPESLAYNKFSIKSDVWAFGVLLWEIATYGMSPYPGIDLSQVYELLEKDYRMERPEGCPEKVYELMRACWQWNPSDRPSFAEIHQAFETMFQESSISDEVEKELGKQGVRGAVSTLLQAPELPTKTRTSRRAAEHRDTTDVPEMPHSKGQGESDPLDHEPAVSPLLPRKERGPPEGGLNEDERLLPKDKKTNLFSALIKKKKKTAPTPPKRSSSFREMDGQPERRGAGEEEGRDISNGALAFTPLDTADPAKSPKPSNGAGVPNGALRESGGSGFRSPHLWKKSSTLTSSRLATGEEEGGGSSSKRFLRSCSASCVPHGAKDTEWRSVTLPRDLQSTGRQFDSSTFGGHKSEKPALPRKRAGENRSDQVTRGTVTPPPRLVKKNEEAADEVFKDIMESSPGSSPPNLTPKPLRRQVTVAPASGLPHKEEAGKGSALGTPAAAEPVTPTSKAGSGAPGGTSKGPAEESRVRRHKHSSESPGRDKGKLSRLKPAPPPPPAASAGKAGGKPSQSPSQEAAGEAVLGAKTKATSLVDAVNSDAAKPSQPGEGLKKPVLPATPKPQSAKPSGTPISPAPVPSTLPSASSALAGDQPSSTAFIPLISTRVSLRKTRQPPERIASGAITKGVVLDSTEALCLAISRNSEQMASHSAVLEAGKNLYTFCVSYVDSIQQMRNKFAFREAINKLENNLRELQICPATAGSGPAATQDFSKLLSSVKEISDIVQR
Target sequence (Q13671 whole entry, looked up): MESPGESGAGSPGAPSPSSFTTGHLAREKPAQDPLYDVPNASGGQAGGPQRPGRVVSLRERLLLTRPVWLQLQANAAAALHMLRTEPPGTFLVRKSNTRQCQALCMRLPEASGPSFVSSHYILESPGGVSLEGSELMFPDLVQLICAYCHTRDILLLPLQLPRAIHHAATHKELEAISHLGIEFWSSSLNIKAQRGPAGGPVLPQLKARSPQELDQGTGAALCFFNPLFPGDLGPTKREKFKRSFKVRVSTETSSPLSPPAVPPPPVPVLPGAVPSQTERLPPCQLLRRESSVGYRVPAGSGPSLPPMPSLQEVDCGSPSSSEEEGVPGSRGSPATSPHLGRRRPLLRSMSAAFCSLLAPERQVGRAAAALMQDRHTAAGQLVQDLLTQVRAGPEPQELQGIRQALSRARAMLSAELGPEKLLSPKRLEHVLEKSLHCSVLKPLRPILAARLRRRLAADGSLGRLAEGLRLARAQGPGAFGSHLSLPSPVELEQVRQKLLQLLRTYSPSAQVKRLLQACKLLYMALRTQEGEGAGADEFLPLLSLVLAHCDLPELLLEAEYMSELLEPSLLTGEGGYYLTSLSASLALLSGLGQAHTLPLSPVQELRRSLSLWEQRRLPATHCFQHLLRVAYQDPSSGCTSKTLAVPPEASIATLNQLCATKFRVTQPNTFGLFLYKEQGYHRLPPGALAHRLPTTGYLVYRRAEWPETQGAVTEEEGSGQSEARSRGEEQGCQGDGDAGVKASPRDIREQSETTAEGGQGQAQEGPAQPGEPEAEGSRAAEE
Rpn11 inh – Rpn11 (PSMD14) deubiquitinase inhibitors, primary screen, biochemical, fluorescence polarization, uHTS. calls only at 20 µM. 360,000 compounds, 0.59% hits. 26S proteasome non-ATPase regulatory subunit 14 (Homo sapiens), O00487. human 26S proteasome, Ub4-pepOG fluorescence polarization; 20S core pre-blocked with epoxomicin;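 active = inhibition at 20 µM, scaled to each plate's controls, above about 33%, limit read from the data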
SUMO1 PPI mod – modulators of SUMO1 protein-protein interactions, primary screen, biochemical, uHTS; AID 602429, 2012; 360,000 compounds, 0.33% hits; SUMO1 binding to a labelled peptide, TR-FRET, 1 h; inhibition, % at 20 µM; Small ubiquitin-related modifier 1 (Homo sapiens), P63165; in the data active = inhibition above about 37%
Neddyl block – inhibitors of cullin neddylation, primary screen, biochemical, TR-FRET, uHTS, NAE and Ubc12. calls only at 25 µM. AID 651699, 2012. 360,000 compounds, 0.58% hits. NEDD8-conjugating enzyme Ubc12 (Homo sapiens) + NEDD8-activating enzyme E1 regulatory …; in the data active = inhibition above about 36%
NadD inh – inhibitors of S. aureus NadD, primary screen, biochemical, colorimetric, uHTS; Nicotinate-nucleotide adenylyltransferase NadD (Staphylococcus aureus N315); purified NadD enzyme, colorimetric absorbance read-out; inhibition, % at 20 µM; 360,000 compounds, 0.78% hits; in the data active = inhibition above about 26%; note: some compounds past the cut are filed as inactive
CSN inh – inhibitors of CSN-mediated cullin deneddylation, primary screen, biochemical, fluorescence polarization, uHTS. Purified CSN, SCF-Nedd8-OG deneddylation. 360,000 compounds, 0.38% hits. AID 651999, 2013. inhibition, % at 12.5 µM;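 active = pattern-corrected inhibition above about 35%, with an unprinted fluorescence ratio check between 0.5 and 1.5, limit read from the data, passing the limit was not always enough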;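 note: 0% = enzyme with substrate and 100% = substrate without enzyme; some results filed as inactive read as strong as hits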
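Material: human Csn5 produced in HEK293T cells; Input: enzyme 0.24 nM; Reagent: SCFSkp2-Nedd8OG substrate at 10 nM final; Dosing: 12.5 µM compound; Incubation: 90 min reaction at room temperature; Detection: fluorescence polarization of the substrate; Evaluation: % inhibition of substrate cleavage by Csn5; Control set: substrate-only high control, full reaction low control.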
DNMT1 inh – human DNMT1 methyltransferase inhibitors, primary screen, biochemical, molecular beacon, fluorescence, HinP1I cleavage, uHTS; inhibition (reported as % activation of signal), % at 10 µM; 360,000 compounds, 0.83% hits; in the data active = inhibition above about 50%
STEP block – STEP phosphatase inhibitors, primary screen, biochemical, fluorescence intensity, uHTS; inhibition, % at 20 µM; 360,000 compounds, 0.25% hits; recombinant STEP, OMFP fluorogenic substrate; AID 588621, 2011; Tyrosine-protein phosphatase non-receptor type 5 (Homo sapiens), P54829;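 active = inhibition at 20 µM, scaled per plate between control wells, above about 37%, limit read from the data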;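 note: 0% = DMSO with enzyme and substrate and 100% = substrate only without enzyme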
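Measure: Control-normalized % inhibition with plate pattern correction | Test system: STEP phosphatase, cell-free reaction | Medium: pH 6.0 Bis-Tris with DTT and Tween 20 | Technique: Fluorescence, 480/540 nm | Times: Reaction 20 min, ambient temperature | Doses: Single compound dose of 20 µM, 1% DMSO final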
LMPTP block – LMPTP phosphatase inhibitors, primary screen, biochemical, fluorescence intensity, uHTS; Low molecular weight phosphotyrosine protein phosphatase (Homo sapiens), P24666; recombinant LMPTP-A, OMFP fluorogenic substrate; inhibition, % at 20 µM; 360,000 compounds, 0.22% hits;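 active = compounds that cut the enzyme signal by at least half of the control window in the single-dose screen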;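 note: plate controls were DMSO wells with enzyme plus substrate for no effect and substrate without enzyme for full effect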
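Assay system: LMPTP-A, protein tyrosine phosphatase of low molecular weight / Medium: pH 6.0 Bis-Tris buffer with DTT and Triton X-100 / Schedule: 50 min enzyme reaction at room temperature, protected from light / Measured by: endpoint fluorescence intensity from OMFP dephosphorylation / Read-out basis: % inhibition relative to no-enzyme and uninhibited control wells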
Scp1 inh – Scp-1 phosphatase inhibitors, primary screen, biochemical, colorimetric, uHTS. Carboxy-terminal domain RNA polymerase II polypeptide A small phosphatase 1 (Homo …. Recombinant Scp1, phosphopeptide, malachite green phosphate absorbance. inhibition, % at 20 µM. 340,000 compounds, 0.88% hits. AID 493091, 2011;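 active = inhibition above about 50% at 20 µM, limit read from the data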;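 note: plate controls were DMSO wells with enzyme for no effect and wells lacking enzyme for full effect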
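System: truncated SCP-1 phosphatase (76-261aa); medium: Tris acetate buffer pH 5.5 with MgCl2 and Tween-20; incubation: 45 min room-temperature reaction, 5 min colour, 30 min stabiliser; compound: single 20 µM dose, 1% DMSO; reagent: Phosphorylated 17-residue peptide substrate; read-out: % inhibition at 20 µM; technique: colorimetric free-phosphate detection, absorbance 630 nm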
Active calls of the source: *; i = inactive; . = not tested or not shown; + = active, no number.

SMILES	Rin1-Abl PPI inh	Rpn11 inh	SUMO1 PPI mod	Neddyl block	NadD inh	CSN inh	DNMT1 inh	STEP block	LMPTP block	Scp1 inh
COc1ccc(CCn2c(C)cc(C(=O)COC(=O)c3cnc(C)cn3)c2C)cc1	0	i	2	i	1	1	4	3	1.5	-1
CC(=O)C1C(c2ccc([N+](=O)[O-])cc2)c2c(noc2C)CC1(C)O (centres undefined)	-2	i	-7	i	3	-5	1	1	-1.4	-4
CCN1C(=O)[C@@H]2[C@@H](c3ccc(-c4ccc5c(c4)OCO5)c(OC)c3)N3CCC[C@@]3(C(=O)OC)[C@@H]2C1=O	1	i	6	i	-4	1	0	3	-0.2	-2
O=C(Oc1ccc(=O)n(-c2ccccc2)n1)c1ccc(Cl)cc1	-2	i	-2	i	-2	-1	3	1	-1.5	-14
CCN(Cc1ccccc1)C(=O)c1ccc(Cl)cc1[N+](=O)[O-]	2	i	-13	i	-8	-4	1	0	-0.5	4
CCN(CC)c1ccc(NC(=O)c2[nH]c(C)c(C(C)=O)c2C)c(C)c1	-3	i	-1	i	0	7	30	0	0.0	0
C[C@@H]1CC2[C@@H]3CC[C@H]4CC(=O)CC[C@]4(C)C3=CC[C@]2(C)[C@@]1(O)C(=O)CO (some centres undefined)	2	i	1	i	-3	-1	0	-1	-2.0	-9
NC(=O)COc1ccc(NC(=O)CC23CC4CC(CC(C4)C2)C3)cc1	4	i	4	i	1	1	0	-1	0.1	-2
O=C(NCc1ccccc1)C1c2ccccc2OCC(=O)N1Cc1ccco1 (centres undefined)	.	.	1	i	-5	1	.	.	-0.7	.
CCOC(=O)Nc1sc(C)c(C)c1C(=O)OCC	2	i	2	i	-2	-12	9	1	-0.7	-8
CC(=O)C(Cc1ccccc1)NC(=O)CN1c2cccc3cccc(c23)S1(=O)=O (centres undefined)	2	i	-12	+	1	-4	-13	-2	0.5	-2
CCOc1ccc(S(=O)(=O)NCCC(=O)N(C)Cc2cccs2)cc1	0	i	-2	i	-7	-3	-1	1	-7.3	-7
CCOc1ccc(-n2c(SCc3ccc(C(=O)OC)o3)nc3c(c2=O)SCC3)cc1	2	i	-13	i	8	-6	-8	0	4.2	-21
CCOC(=O)c1nn(-c2ccccc2F)c(-c2ccccc2)c1C(=O)c1ccccc1	1	i	1	i	-13	-5	3	3	0.5	-7
COc1cc(CC(=O)C(=O)O)oc(=O)c1	3	i	-1	i	-2	5	20	5	-0.1	.
CCCCCCCNC(=O)CN1N=C(c2ccc(C)cc2)CCC1=O	1	i	6	i	-7	-2	-2	-1	2.2	-13
COc1ccc(-c2noc(CN(C(=O)c3cccs3)C(C)C)n2)cc1	3	i	1	i	-5	-2	-2	-2	-0.5	-4
O=C(c1ccc(Cl)cc1)C1CCCN(Cc2cnn(-c3ccccc3)c2)C1 (centres undefined)	-1	i	3	i	-6	0	-1	10	0.9	4
CCCn1c(=N)c(S(=O)(=O)c2ccc(F)cc2)cc2c(=O)n3cccc(C)c3nc21	1	i	-3	.	11	0	1	4	2.9	4
Cc1cc(S(=O)(=O)Nc2ccc(C(=O)N3CC(C)OC(C)C3)cc2)ccc1F (centres undefined)	1	i	2	i	0	3	1	-2	-1.2	4
CC(C)C(C(=O)NCc1ccco1)N(CC1CCCO1)C(=O)CNS(=O)(=O)c1ccccc1 (centres undefined)	4	i	0	i	-2	-1	-2	-1	-0.4	-10
COC(=O)Cc1c(C)c2cc(Cl)c(OC(=O)c3ccco3)cc2oc1=O	-1	i	1	i	0	5	4	0	-6.7	-15
C=CC(c1ccccc1)C(C(=O)c1ccccc1)N(C)C (centres undefined)	1	i	0	i	5	9	0	-2	0.1	4
COc1cc(OC)c(N(C)S(=O)(=O)c2cccc(C(=O)OCC(=O)N(C)Cc3ccccc3)c2)cc1Cl	-1	i	1	i	-2	3	-11	-2	3.7	-16
COC(=O)c1c(NC(=O)CSc2nc3ccccc3c(=O)n2-c2ccccc2)sc(C)c1C	0	i	-2	i	14	5	3	2	1.4	-3
NC(=O)CSc1nc2c(c(=O)n1-c1ccccc1)C1(CCCCC1)Cc1ccccc1-2	-4	i	-3	i	2	2	-4	-3	1.6	-3
COc1ccc(C(=O)Nc2nc3ccccc3[nH]2)cc1	-3	i	1	i	-3	-2	1	2	3.1	2
CC(O)c1nc2c(c(=O)n(C)c(=O)n2C)n1C (centres undefined)	-2	i	-6	i	-4	3	1	-1	-1.8	3
CCC(C(=O)OCC(=O)NC1CCS(=O)(=O)C1)c1ccccc1 (centres undefined)	1	i	-4	i	-6	2	0	3	0.2	-4
O=C(Nc1nc(-c2cccs2)cs1)c1ccco1	4	i	0	i	-2	5	-7	1	1.9	-3
O=c1cc(-c2ccc(F)cc2)[nH][nH]1	-1	i	5	i	-1	-5	-10	-1	0.3	-4
Cc1sc2nc(CSC(C)C(=O)NC3(C#N)CCCCC3)[nH]c(=O)c2c1C (centres undefined)	5	i	-1	i	2	4	-1	2	-1.4	-3
CC(=O)c1ccc(NC(=O)CCC(=O)OCC(F)(F)C(F)F)cc1	-3	i	-2	i	-1	-4	-2	0	-0.2	-4
Cc1ccc2nc(-c3ccncc3)[nH]c2c1	-3	i	5	.	0	1	3	1	1.3	-8
Cc1cccc(-c2n[nH]c(=S)n2Cc2ccccc2)c1	0	i	2	i	7	-1	5	1	-1.7	1
COc1ccc(CC(=O)Nc2nc(-c3ccc(OC)c(OC)c3)cs2)cc1OC	-1	i	9	i	-6	-1	-6	-3	2.1	12
O=C(NCc1cc(C(F)(F)F)cc(C(F)(F)F)c1)C1CC(c2ccccc2F)=NO1 (centres undefined)	5	i	4	i	-3	0	5	6	-0.8	-6
COc1ccc(C(=O)OCC(=O)NC(=O)NCc2ccccc2)cc1[N+](=O)[O-]	4	i	-22	i	2	0	-1	2	0.8	-5
Cc1cc(N2CCCC2=O)ccc1S(=O)(=O)NC1CCCCC1	-1	i	5	i	-9	-1	0	-2	-0.8	3
COc1ccc(OC)c(CNC(=O)C2CCCN(S(=O)(=O)N3CCC(C)CC3)C2)c1 (centres undefined)	2	i	7	i	-1	0	1	-2	0.7	-9
COc1ccc(CCNC(=O)CN(CCc2ccccc2)S(C)(=O)=O)cc1OC	0	i	3	i	1	-2	-3	2	0.3	-1
O=c1[nH]c(-c2cccnc2)nc2sc(-c3ccccc3)cc12	-1	i	-14	.	0	3	-3	2	1.1	-1
CC(=O)N=c1c(C#N)cc2c(=O)n3ccccc3nc2n1CCCOC(C)C	-6	i	-21	.	3	-4	8	-2	1.0	-4
Cc1ccnc(NS(=O)(=O)c2ccc(NS(=O)(=O)c3cccs3)cc2)n1	-1	i	19	i	4	2	5	9	-0.7	-6
COc1ccc(C2=NN(CCC(=O)NC3CCCCC3C)C(=O)CC2)cc1 (centres undefined)	0	i	-1	i	3	1	-1	0	-1.4	.
CCN(CC)c1ccc(Nc2nc(-c3cccnc3)cs2)cc1	-2	i	-10	i	-2	-3	-18	4	2.5	-3
Cc1cc(CCC(=O)O)c(C)cc1CCC(=O)O	0	i	-2	i	2	1	0	-2	0.7	0
CCCCCOc1ccc(C(=O)OC(C)C(=O)NCc2ccco2)cc1 (centres undefined)	-4	i	5	i	-2	4	3	1	1.8	-5
COc1ccc(-c2nc3c(Cl)cc(C(F)(F)F)cn3c2Cc2ccsc2)cc1OC	.	.	-3	i	8	-4	.	.	3.4	.

4 entries from above, with each value named:
Cc1cc(CCC(=O)O)c(C)cc1CCC(=O)O
- Rin1-Abl PPI inh: 0
- Rpn11 inh: i
- SUMO1 PPI mod: -2
- Neddyl block: i
- NadD inh: 2
- CSN inh: 1
- DNMT1 inh: 0
- STEP block: -2
- LMPTP block: 0.7
- Scp1 inh: 0
COc1ccc(-c2nc3c(Cl)cc(C(F)(F)F)cn3c2Cc2ccsc2)cc1OC
- Rin1-Abl PPI inh: .
- Rpn11 inh: .
- SUMO1 PPI mod: -3
- Neddyl block: i
- NadD inh: 8
- CSN inh: -4
- DNMT1 inh: .
- STEP block: .
- LMPTP block: 3.4
- Scp1 inh: .
O=c1[nH]c(-c2cccnc2)nc2sc(-c3ccccc3)cc12
- Rin1-Abl PPI inh: -1
- Rpn11 inh: i
- SUMO1 PPI mod: -14
- Neddyl block: .
- NadD inh: 0
- CSN inh: 3
- DNMT1 inh: -3
- STEP block: 2
- LMPTP block: 1.1
- Scp1 inh: -1
CC(=O)N=c1c(C#N)cc2c(=O)n3ccccc3nc2n1CCCOC(C)C
- Rin1-Abl PPI inh: -6
- Rpn11 inh: i
- SUMO1 PPI mod: -21
- Neddyl block: .
- NadD inh: 3
- CSN inh: -4
- DNMT1 inh: 8
- STEP block: -2
- LMPTP block: 1.0
- Scp1 inh: -4

Compound activity deposited in PubChem BioAssay by several laboratories.
